Lipid storage S3 = qHTS Assay for Lipid Storage Modulators in Drosophila S3 Cells; Drosophila S3 cells, BODIPY lipid droplet fluorescence, 18-24 h; cells fed with added oleic acid; hit rate 0.64% among 320,000; Potency in µM for hits, for the others lipid storage change, negative = inhibition, % at the top dose, mostly 46.1 µM; active means well fitted inhibition curve with a large enough effect in the signal ratio, with a control signal flat, not every such curve was filed as active; inconclusive means small, poorly fitted or top-dose-only effect, or effect the other way, or a change in a side signal; the % refers to the signal ratio
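Drosophila S3 cells got compounds at several concentrations plus oleic acid (400 uM solution). Laser-scanning cytometry with 488 nm excitation read lipid droplets at 500-530 nm and cells at 575-640 nm. Percent activity was relative to 20 uM Triacsin C.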
Lipid storage S3 cell count max = second read-out of Lipid storage S3, no call of its own (marks repeat the call); cell number change, %; measured here: cell count max response;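 cells counted by Cell Tracker Red CMTPX staining in the red channel; peak over a dose series mostly up to 46.1 µM; percent activity relative to internal control wells on each plate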
* = called active by the depositor. On the % scale 0 is the no-effect control and ±100 the full control effect; potency means the concentration at half of the fitted maximal effect.

Start of the data: the first 11 records as a preview:
How did CC(=O)NC(CC(=O)NCCCn1ccc2ccccc21)c1ccccc1 (centres undefined) do in these assays?
Lipid storage S3: inconclusive

What do the screens show for `COc1ccc(C(=O)NC(=O)COC(=O)c2ccc(C)o2)cc1`?
Lipid storage S3: inconclusive

Results for CCC1=NN(C(=O)C(=O)NCCc2ccccc2)C(O)(C(F)(F)F)C1 (centres undefined) ?
Lipid storage S3: inconclusive

How did COc1ccc(-c2noc(C3CCCN(C(=O)CCc4ccccc4)C3)n2)cc1 (centres undefined) do in these assays?
Lipid storage S3: inconclusive

How did CCCc1c(C(=O)N/N=C/c2ccncc2)nnn1-c1nonc1N do in these assays?
Lipid storage S3: inconclusive

What do the screens show for `COc1cc(NC(=O)C2CCN(c3cnccn3)CC2)cc(OC)c1OC`?
Lipid storage S3: inconclusive

What do the screens show for `COc1ccccc1N1CCN(C(c2cccs2)C(C)NS(=O)(=O)c2ccccc2)CC1` (centres undefined)?
Lipid storage S3: 4%

What do the screens show for `COCCC(=O)NC12CC3CC(CC(C3)C1)C2`?
Lipid storage S3: -14%; Lipid storage S3 cell count max: -8

Results for CCOc1ccc(NC(=O)CN(C)C(=O)c2ccc(=O)[nH]c2)cc1OCC ?
Lipid storage S3: 6%; Lipid storage S3 cell count max: 14

Results for Cn1c(=O)c2c(nc(SCC(=O)c3cccs3)n2Cc2ccc(F)cc2)n(C)c1=O ?
Lipid storage S3: inconclusive

How did CCOc1ccc2oc(C(=O)OCC(=O)NC3CCCC3)c(C)c2c1 do in these assays?
Lipid storage S3: inconclusive

The list itself, previewed entries included:
How did CC(=O)NC(CC(=O)NCCCn1ccc2ccccc21)c1ccccc1 (centres undefined) do in these assays?
Lipid storage S3: inconclusive

What do the screens show for `COc1ccc(C(=O)NC(=O)COC(=O)c2ccc(C)o2)cc1`?
Lipid storage S3: inconclusive

Results for CCC1=NN(C(=O)C(=O)NCCc2ccccc2)C(O)(C(F)(F)F)C1 (centres undefined) ?
Lipid storage S3: inconclusive

How did COc1ccc(-c2noc(C3CCCN(C(=O)CCc4ccccc4)C3)n2)cc1 (centres undefined) do in these assays?
Lipid storage S3: inconclusive

How did CCCc1c(C(=O)N/N=C/c2ccncc2)nnn1-c1nonc1N do in these assays?
Lipid storage S3: inconclusive

What do the screens show for `COc1cc(NC(=O)C2CCN(c3cnccn3)CC2)cc(OC)c1OC`?
Lipid storage S3: inconclusive

What do the screens show for `COc1ccccc1N1CCN(C(c2cccs2)C(C)NS(=O)(=O)c2ccccc2)CC1` (centres undefined)?
Lipid storage S3: 4%

What do the screens show for `COCCC(=O)NC12CC3CC(CC(C3)C1)C2`?
Lipid storage S3: -14%; Lipid storage S3 cell count max: -8

Results for CCOc1ccc(NC(=O)CN(C)C(=O)c2ccc(=O)[nH]c2)cc1OCC ?
Lipid storage S3: 6%; Lipid storage S3 cell count max: 14

Results for Cn1c(=O)c2c(nc(SCC(=O)c3cccs3)n2Cc2ccc(F)cc2)n(C)c1=O ?
Lipid storage S3: inconclusive

How did CCOc1ccc2oc(C(=O)OCC(=O)NC3CCCC3)c(C)c2c1 do in these assays?
Lipid storage S3: inconclusive

What do the screens show for `CC12CCC(C(=O)Nc3ccccc3Br)(C/C1=N\O)C2(C)C` (centres undefined)?
Lipid storage S3: 2%

Results for Cc1ccc(NC(=S)NCC(C)CSc2ccc(Cl)cc2)cc1 (centres undefined) ?
Lipid storage S3: 10%; Lipid storage S3 cell count max: -1

How did CN(C(=O)c1cccc(NC(=O)c2cccs2)c1)c1ccccc1 do in these assays?
Lipid storage S3: inactive; Lipid storage S3 cell count max: -3

How did CCc1ccc(C(=O)COC(=O)CNC(=O)CNC(=O)Cc2ccccc2)cc1 do in these assays?
Lipid storage S3: -8%; Lipid storage S3 cell count max: -4

What do the screens show for `CNC(=O)CSc1nnc(-c2ccco2)n1-c1cccc(C)c1`?
Lipid storage S3: inconclusive

What do the screens show for `COc1ccc(C(=O)N2CCN(Cc3ccccc3[N+](=O)[O-])CC2)cc1`?
Lipid storage S3: inconclusive

What do the screens show for `O=C1NC(=S)N(c2cccc(Cl)c2)C12CCCCC2`?
Lipid storage S3: inconclusive

What do the screens show for `CSc1ccc(CN(C)Cc2nc3cc(C(F)(F)F)ccc3c(=O)[nH]2)cc1`?
Lipid storage S3: inconclusive

Results for Cc1nn(C(C)C(=O)NCC2CCCO2)c(C)c1[N+](=O)[O-] (centres undefined) ?
Lipid storage S3: inconclusive

What do the screens show for `CC(=O)Nc1ccc(CN2CCN(CC=C(C)C)C(CCO)C2)cc1` (centres undefined)?
Lipid storage S3: inactive; Lipid storage S3 cell count max: -7

How did Cc1ccc(-n2nc3c(c2NC(=O)CC(C)C)CS(=O)(=O)C3)c(C)c1 do in these assays?
Lipid storage S3: 0%; Lipid storage S3 cell count max: 1

How did CCCCCN(C(=O)CCC(=O)OCC(=O)N(C)C1CCCCC1)c1c(N)n(CCCC)c(=O)[nH]c1=O do in these assays?
Lipid storage S3: inconclusive

What do the screens show for `CN(Cc1cnn(C)c1)C(=O)c1ccc(OC2CCN(CCc3ccccc3)CC2)cc1`?
Lipid storage S3: -6%; Lipid storage S3 cell count max: -8

How did COc1ccccc1-n1c(C)c(C(=O)O)c2cc(OC)c3ccccc3c21 do in these assays?
Lipid storage S3: inconclusive

Results for COc1cc(/C=C/c2nc(-c3ccccc3O)n[nH]2)cc(OC)c1OC ?
Lipid storage S3: -21%; Lipid storage S3 cell count max: -3

Results for Cn1c(SCc2ccc(F)cc2)nnc1-c1ccccn1 ?
Lipid storage S3: inconclusive

What do the screens show for `O=C(N/N=C/c1ccc(F)c(F)c1)c1cccc(S(=O)(=O)N2CCCCC2)c1`?
Lipid storage S3: -2%; Lipid storage S3 cell count max: -5

How did NC(=O)c1ccc(S(=O)(=O)N2CCSCC2)cc1 do in these assays?
Lipid storage S3: inactive; Lipid storage S3 cell count max: -17

Results for Cc1nc(C)c(-c2ccc(SCC(=O)Nc3ccccc3)nn2)s1 ?
Lipid storage S3: inconclusive

How did O=[N+]([O-])c1cccc(Nc2c([N+](=O)[O-])ccc3nonc23)c1 do in these assays?
Lipid storage S3: inconclusive

What do the screens show for `Cc1sc(NC(=O)C2CCCCC2C(=O)O)c(C(N)=O)c1-c1ccc(C(C)(C)C)cc1` (centres undefined)?
Lipid storage S3: -18%

Results for CCOC(=O)C1=NN(C(=O)COc2ccccc2)C(O)(c2ccc(Cl)cc2)C1 (centres undefined) ?
Lipid storage S3: 14%; Lipid storage S3 cell count max: 17

Results for CCc1c(C)sc2nc(SCC(=O)Nc3cc(C)on3)n(CCOC)c(=O)c12 ?
Lipid storage S3: inconclusive

Results for Cc1c[nH]c2ccccc12 ?
Lipid storage S3: 10%; Lipid storage S3 cell count max: 7

How did CCCn1c(C)cc(C)c(C#N)c1=O do in these assays?
Lipid storage S3: -7%; Lipid storage S3 cell count max: -8

Results for COc1ccc(N2CCN(C(=O)COC(=O)COc3cccc(C(F)(F)F)c3)CC2)cc1 ?
Lipid storage S3: 6%; Lipid storage S3 cell count max: 0

How did COc1ccccc1OCc1ccc(C(=O)c2ccccc2)cc1 do in these assays?
Lipid storage S3: inconclusive

How did O=C(NCc1cccnc1)c1sc2ccccc2c1Cl do in these assays?
Lipid storage S3: inactive

Results for Cc1onc(-c2ccccc2Cl)c1C(=O)NC1CCCCCC1 ?
Lipid storage S3: inconclusive

What do the screens show for `COc1cccc(/C=C/c2ccccn2)c1O`?
Lipid storage S3: 6%; Lipid storage S3 cell count max: 19

Results for CCCCc1nnc(NC(=O)CCS(=O)(=O)c2ccc(C)cc2)s1 ?
Lipid storage S3: inconclusive

How did Cc1ccc(NC(=O)c2ccc(OC(=O)CCN3C(=O)c4ccccc4C3=O)cc2)cc1 do in these assays?
Lipid storage S3: inactive

Results for COc1ccc(/C=N/N(C)C2=NS(=O)(=O)c3ccccc32)cc1 ?
Lipid storage S3: 11%; Lipid storage S3 cell count max: 13

What do the screens show for `S=c1[nH]c2ccc3ccccc3c2[nH]1`?
Lipid storage S3: 15%; Lipid storage S3 cell count max: 0

How did Cc1cc(C(=O)CSc2nncs2)c(C)n1Cc1ccco1 do in these assays?
Lipid storage S3: 11%; Lipid storage S3 cell count max: 6

What do the screens show for `O=C1OCCN1C(=O)[C@H]1[C@H](c2ccc(F)cc2)C(c2ccc(F)cc2)=NN1c1ccccc1`?
Lipid storage S3: 0%; Lipid storage S3 cell count max: 5

What do the screens show for `CC(C)(C)c1ccccc1OCC(=O)NCc1ccccc1`?
Lipid storage S3: -16%; Lipid storage S3 cell count max: -18

The last two records of the section above open the next one.
What do the screens show for `O=C1OCCN1C(=O)[C@H]1[C@H](c2ccc(F)cc2)C(c2ccc(F)cc2)=NN1c1ccccc1`?
Lipid storage S3: 0%; Lipid storage S3 cell count max: 5

What do the screens show for `CC(C)(C)c1ccccc1OCC(=O)NCc1ccccc1`?
Lipid storage S3: -16%; Lipid storage S3 cell count max: -18

What do the screens show for `N#C/C(=C(/O)CCCl)c1ccccn1`?
Lipid storage S3: inconclusive

Results for CCCNC(=O)/C(C#N)=C1\N=C(NC(=O)c2ccco2)c2ccccc21 ?
Lipid storage S3: inconclusive

Results for CSc1ccc(-c2nc(CSCC(=O)NCCCN3CCCC3=O)c(C)o2)cc1 ?
Lipid storage S3: 1.8µM*

What do the screens show for `O=C(O)CN1C(=O)CCS(=O)c2ccccc21` (centres undefined)?
Lipid storage S3: -18%; Lipid storage S3 cell count max: -13

What do the screens show for `CC(=O)c1ccc(NC(=O)C2=CC(c3ccc4c(c3)OCO4)=NS(=O)(=O)N2C)cc1`?
Lipid storage S3: inconclusive

How did COC(=O)c1nccc2c1[nH]c1ccccc12 do in these assays?
Lipid storage S3: inconclusive

What do the screens show for `CN(CCc1ccccn1)c1ncnc2[nH]ncc12`?
Lipid storage S3: inconclusive

Results for COc1ccc(CN(C)CC(=O)Nc2cc(OC)c([N+](=O)[O-])cc2C)c(OC)c1 ?
Lipid storage S3: 13%; Lipid storage S3 cell count max: -1

How did COc1cc(CC(=O)OCC(=O)NCCc2ccc(S(N)(=O)=O)cc2)cc(OC)c1OC do in these assays?
Lipid storage S3: inconclusive

Results for CC1CCN(c2ncnc3ccccc23)CC1 ?
Lipid storage S3: inconclusive

What do the screens show for `CSc1ccccc1NC(=O)c1csc(C)c1`?
Lipid storage S3: -7%; Lipid storage S3 cell count max: 1

What do the screens show for `CC(C)(C)c1ccc(OCc2ccc(C(=O)Nc3cccnc3)o2)cc1`?
Lipid storage S3: inconclusive

How did Cc1ccccc1OCC(=O)O/N=C(\N)Cc1ccc(Cl)cc1 do in these assays?
Lipid storage S3: inconclusive

How did CCOC(=O)C1=C(NC#N)OC(C)=C(C)C1c1ccc(O)cc1 (centres undefined) do in these assays?
Lipid storage S3: inconclusive

How did CN(C)CCCN(C(=O)c1ccc(S(=O)(=O)N2CCCc3ccccc32)cc1)c1nc2ccc(F)cc2s1 do in these assays?
Lipid storage S3: -12%; Lipid storage S3 cell count max: 3

How did Cc1cc(C)n2nc(C(=O)NCc3ccccc3)nc2n1 do in these assays?
Lipid storage S3: inconclusive

Results for CCOc1ccccc1NC(=O)C(CC(C)C)NC(=O)C1CCC(C)CC1 (centres undefined) ?
Lipid storage S3: inconclusive

Results for CCn1cc2nc(SCC(=O)Nc3ccc(OC)c(OC)c3)n(Cc3ccc(OC)cc3)c(=O)c2n1 ?
Lipid storage S3: inconclusive

How did COc1cccc(NC(=O)CSCc2cc(=O)n3nc(C4CC4)sc3n2)c1 do in these assays?
Lipid storage S3: inactive; Lipid storage S3 cell count max: -4

Results for CC(C)S(=O)(=O)C/C(N)=N/OS(=O)(=O)c1ccc(Cl)cc1 ?
Lipid storage S3: -20%; Lipid storage S3 cell count max: -7

What do the screens show for `CCC(=O)NC(c1ccc(N(C)C)cc1)c1c(O)ccc2ccccc12` (centres undefined)?
Lipid storage S3: inconclusive

How did COc1ccc(OC)c(S(=O)(=O)NCC(c2ccco2)S(=O)(=O)c2ccccc2)c1 (centres undefined) do in these assays?
Lipid storage S3: inconclusive

Results for COC/C=C/C1=CC2=CC(=O)C(C)(OC(=O)c3cnc4ccccc4n3)C(=O)C2=CN1CCCCO (centres undefined) ?
Lipid storage S3: 9%; Lipid storage S3 cell count max: 19

Results for COc1ccc(NC(=O)COC(=O)C2CC(=O)N(CCc3ccc(OC)c(OC)c3)C2)cc1Cl (centres undefined) ?
Lipid storage S3: inconclusive

What do the screens show for `O=C(CSc1ccc(-c2cccs2)nn1)N1CCCCCC1`?
Lipid storage S3: inconclusive

How did CCn1c(SCC(O)c2ccccc2)nnc1-c1ccccc1 (centres undefined) do in these assays?
Lipid storage S3: inconclusive

Results for COc1ccc(N2CCN(C(CNC(=O)c3ccc4c(c3)OCO4)c3ccco3)CC2)cc1 (centres undefined) ?
Lipid storage S3: inconclusive

How did COc1ccccc1-c1c(C)nn2c(-c3ccccc3)cc(C)nc12 do in these assays?
Lipid storage S3: inconclusive

Results for CCc1ccc(NC(=O)CSc2n[nH]c(C)c2[N+](=O)[O-])cc1 ?
Lipid storage S3: 7%; Lipid storage S3 cell count max: -6

How did Cc1ccc(C)c(OCC(O)CN2CCN(CCN3C(=O)c4cccc5cccc(c45)C3=O)CC2)c1 (centres undefined) do in these assays?
Lipid storage S3: -19%; Lipid storage S3 cell count max: -7

What do the screens show for `CC(=O)NC1CC2CCCC(C1)N2Cc1ccc(C)cc1` (centres undefined)?
Lipid storage S3: 20%; Lipid storage S3 cell count max: -4

How did COc1ccc(N2CCN(C(=O)c3ccc(Oc4ccc(C(F)(F)F)cn4)cc3)CC2)cc1 do in these assays?
Lipid storage S3: -28%; Lipid storage S3 cell count max: -8

What do the screens show for `COc1ccc(-n2cc(CN3CCCC3)c(-c3cccc(F)c3)n2)cc1`?
Lipid storage S3: 8%; Lipid storage S3 cell count max: 8

How did O=C(NC(Cc1ccccc1)C(=O)O)c1ccc(S(=O)(=O)N2CCOCC2)cc1 (centres undefined) do in these assays?
Lipid storage S3: -3%; Lipid storage S3 cell count max: 11

A portion of the library; rates above refer to the full screens.
